# Screening data: PubChem, Sanford-Burnham Center for Chemical Genomics
# beta cell repl: inducers of MIN6 beta-cell proliferation, primary screen, ATP luminescence, uHTS | AID 2380, 2010 | 0.29% of 330,000 active | MIN6 cells proliferation, ATPlite luminescence, 48 h; cells starved in 0.2% serum; 100% = growth in 10% serum | proliferation, % at 10 µM;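 active = compounds whose signal lies at least 3.5 SD above the mean of all wells on their plate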;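 note: 0% = DMSO-treated cells in low-serum medium and 100% = 10% serum control; some compounds called inactive have numbers as strong as hits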
# MPTP block: mitochondrial permeability transition pore inhibitors, primary screen, biochemical, isolated mouse mitochondria, absorbance. Ca2+ swelling absorbance, 30 min. inhibition, % at 10 µM. 1.4% of 360,000 active. AID 602449, 2012;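 active = inhibition of 50% or more, scaled per plate between neutral and stimulator controls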;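 note: 0% = DMSO wells given calcium and 100% = 1 mM EGTA wells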
# hIAP inh: human IAP inhibitors, primary screen, biochemical, luminescence, uHTS; Intestinal-type alkaline phosphatase (Homo sapiens), P09923; purified IAP, CDP-Star luminescence, 30 min; inhibition, % at 10 µM; 0.12% of 330,000 active; AID 2544, 2010;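 active = inhibition reaching a set limit with compound at 10 µM in the primary screen, cut at about 35% in these data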;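 note: plate controls were DMSO wells with enzyme for no effect and no-enzyme buffer wells for full effect; values of inactives mirror those of a sister screen read the other way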
# APOBEC3A inh: APOBEC3A ssDNA deaminase inhibitors, primary screen, selectivity assay for APOBEC3G inhibitor project, biochemical, FAM/TAMRA oligo cleavage fluorescence; recombinant A3A, FAM/TAMRA ssDNA deamination fluorescence; inhibition, % at 20 µM; AID 493011, 2011; DNA dC->dU-editing enzyme APOBEC-3A (Homo sapiens), P31941; 0.41% of 330,000 active;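 active = at least 40% inhibition at 20 µM here, with at most 30% in a related deaminase screen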;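 note: plate controls were A3A with DMSO for no effect and wells lacking A3A enzyme for full effect; some results filed as inactive read as strong as hits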
# Target sequence (P31941 whole entry, looked up): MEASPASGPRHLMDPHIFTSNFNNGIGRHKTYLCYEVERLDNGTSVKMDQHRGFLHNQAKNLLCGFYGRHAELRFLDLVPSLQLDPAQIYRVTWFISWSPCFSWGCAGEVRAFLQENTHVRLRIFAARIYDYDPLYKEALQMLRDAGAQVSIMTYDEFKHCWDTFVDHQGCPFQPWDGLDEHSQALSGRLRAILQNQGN
# hIAP act: human IAP activators, primary screen, biochemical, luminescence, uHTS; activation factor at 10 µM; 0.16% of 330,000 active; purified human IAP, CDP-Star luminescence, 30 min; active compounds read high; 1 = vehicle-only enzyme, 0 = enzyme-free background;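 active = activation factor of the enzyme at least 2-fold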; note: the source names both 10 and 20 µM as test concentration; values of inactives mirror those of a sister screen read the other way
# mIAP activ: activators of mouse IAP, primary screen, biochemical, luminescence, uHTS; intestinal alkaline phosphatase [Mus musculus]; muIAP, CDP-Star luminescence, 30 min; active compounds read high; 1 = vehicle-only enzyme signal, 0 = enzyme-free wells; activation factor at 10 µM; 0.24% of 330,000 active; AID 2805, 2010;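 active = activation factor of at least 2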; note: the source names both 10 and 20 µM as test concentration; values of inactives mirror those of a sister screen read the other way
#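 also added = chemiluminescent substrate CDP-Star | test system = mouse IAP enzyme | signal = chemiluminescence readout | compound = DMSO-dissolved test compounds | incubation = 30 min at room temperature | benchmarks = DMSO wells, no-enzyme wells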
# APOBEC3G inh: APOBEC3G DNA deaminase inhibitors, primary screen, biochemical, fluorescence, single-stranded DNA substrate, uHTS; AID 493012, 2011; recombinant A3G, ssDNA deamination FAM/TAMRA fluorescence; 0.28% of 330,000 active; inhibition, % at 20 µM;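 active = inhibition of at least 40% at 20 µM, with no more than 30% in the related APOBEC3A deaminase screen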;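 note: plate controls were DMSO wells with A3G for no effect and wells lacking A3G enzyme for full effect; some compounds called inactive have numbers as strong as hits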
# Target sequence (Q9HC16 whole entry, looked up): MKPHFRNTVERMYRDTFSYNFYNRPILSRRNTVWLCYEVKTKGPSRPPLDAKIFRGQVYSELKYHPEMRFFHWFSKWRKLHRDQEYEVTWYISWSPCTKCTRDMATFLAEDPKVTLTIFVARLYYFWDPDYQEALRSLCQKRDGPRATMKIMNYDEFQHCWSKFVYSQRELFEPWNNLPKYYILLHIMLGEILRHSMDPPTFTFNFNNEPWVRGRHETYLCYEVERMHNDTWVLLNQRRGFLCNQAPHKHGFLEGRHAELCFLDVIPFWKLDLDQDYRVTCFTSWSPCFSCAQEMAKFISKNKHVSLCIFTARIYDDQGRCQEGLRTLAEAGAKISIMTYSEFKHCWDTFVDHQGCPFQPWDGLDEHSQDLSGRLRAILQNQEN
# ATG4B inh: ATG4B protease inhibitors, primary screen, biochemical, fluorescence, uHTS; ATG4B cleavage of LC3-PLA2, NBD-HPC fluorescence, 1 h; inhibition, % at 8.33 µM; 0.51% of 340,000 active; in the data active = inhibition above about 40%
# Target sequence (Q9Y4P1 whole entry, looked up): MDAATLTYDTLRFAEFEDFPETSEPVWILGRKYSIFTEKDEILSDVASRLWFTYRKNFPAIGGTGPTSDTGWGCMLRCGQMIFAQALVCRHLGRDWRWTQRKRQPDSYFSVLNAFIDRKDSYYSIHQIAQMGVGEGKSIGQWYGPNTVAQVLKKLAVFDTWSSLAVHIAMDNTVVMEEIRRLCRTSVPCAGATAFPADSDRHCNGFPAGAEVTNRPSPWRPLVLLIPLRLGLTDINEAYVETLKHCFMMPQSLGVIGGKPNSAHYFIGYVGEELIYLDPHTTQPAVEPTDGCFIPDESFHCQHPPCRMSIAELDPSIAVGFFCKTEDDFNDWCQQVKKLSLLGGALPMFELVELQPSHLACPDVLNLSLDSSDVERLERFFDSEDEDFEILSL
# mIAP block: inhibitors of mouse IAP, primary screen, biochemical, luminescence, uHTS. intestinal alkaline phosphatase [Mus musculus]. purified mouse IAP, CDP-Star luminescence, 30 min. inhibition, % at 10 µM. 0.2% of 330,000 active;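 active = inhibition of at least 40% at 10 µM in the primary screen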;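 note: plate controls were DMSO with enzyme for no effect and no enzyme wells for full effect; values of inactives mirror those of a sister screen read the other way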
# Numbers without * were called inactive; nt = no result given.
SMILES,beta cell repl,MPTP block,hIAP inh,APOBEC3A inh,hIAP act,mIAP activ,APOBEC3G inh,ATG4B inh,mIAP block
CC(C)(C)C(=O)Cn1c(NCCO)nc2ccccc21,-2.8,-1.1,5.6,0.8,0.944,1.1,-6.4,-4.3,-10.1
COc1cc(C2SCC(=O)N2CCc2ccc(OC)c(OC)c2)ccc1O (configuration not stated),-1.0,-1.1,1.3,2.4,0.987,1.08,4.1,-2.8,-8.3
O=C(c1ccccc1)c1ccc(OCCOCCN2CCN(Cc3ccccc3)CC2)cc1,-5.4,83.5*,-3.6,0.4,1.04,1.12,-3.2,-9.0,-12.5
Oc1ccc(/C=N/NC2=NCCCCC2)c(O)c1,-4.9,-2.7,0.3,-2.1,0.997,0.944,-1.8,-9.6,5.6
CS(=O)(=O)Nc1ccc(Oc2ncccn2)cc1,2.4,-0.3,8.3,-0.5,0.917,1.03,-5.5,4.1,-3.2
COc1ccc(-c2nn(C)c(=O)c3ccccc23)cc1CNS(C)(=O)=O,-1.3,13.7,-13.7,-0.6,1.14,1.03,-8.4,-7.9,-3.2
CCO[C@@H]1OC(C(=O)N2CCN(Cc3ccc4c(c3)OCO4)CC2)=C[C@H](c2ccc(C(F)(F)F)cc2)[C@H]1CCCO,-8.7,-0.5,9.4,-7.2,0.906,0.977,-14.9,-8.3,2.3
CN(C)/C=N/c1sccc1C(N)=O,-1.7,-0.6,16.0,2.0,0.84,0.759,1.3,-6.8,24.1
CCc1cc(=O)oc2c(CNCc3c(F)cccc3Cl)c(O)ccc12,2.8,-0.4,-10.5,-4.8,1.1,0.976,-10.1,3.2,2.4
Cc1ccc(OCC(=O)NNC(=O)CCc2ccccc2)c(Br)c1,0.7,0.0,-48.9,4.1,1.49,1.06,-9.2,-1.2,-5.6
COc1ccc(NC(=O)CN(C)S(=O)(=O)c2cccc3nsnc23)cc1,-1.1,-0.2,8.5,-2.2,0.915,1.07,-11.2,-10.3,-6.9
Cc1cccc(C(=O)O/N=C/c2c(N3CCOCC3)n(C)c3ccccc23)c1,-5.5,nt,-23.4,-7.0,1.23,1.06,-10.9,nt,-6.0
COCCN1CCc2c(C)nc3c(-c4ccc(OC)c(OC)c4)cnn3c21,5.2,3.8,10.5,-1.7,0.895,0.994,-5.1,1.8,0.6
CC(=O)c1ccc(OCc2cc(C(=O)N(C)CCN3CCOCC3)no2)cc1,0.9,0.9,2.8,-0.9,0.972,0.999,3.9,11.2,0.1
CCOC(=O)CCC(=O)Nc1ccc(S(=O)(=O)N2CCCCC2)cc1,-2.5,0.9,-28.0,-5.7,1.28,1.03,-12.4,1.3,-2.8
CCCCN(C(=O)CCC(=O)Nc1cc(C)on1)C(C(=O)NC(C)(C)C)c1cccc(OC)c1OC (configuration not stated),-0.7,0.2,10.2,-2.9,0.898,0.944,-5.3,-11.5,5.6
Cc1cc[n+](CC(=O)N2CCCc3ccccc32)cc1,1.1,-2.6,0.7,-1.9,0.993,0.987,-3.0,-7.4,1.3
O=C(CSc1nc2ccccc2c(=O)n1-c1ccc(F)cc1F)Nc1ccc2c(c1)CCC2,-2.6,5.6,2.1,-1.1,0.979,1.07,-5.7,15.5,-6.9
O=C(CCc1nnc(C2CCCCC2)o1)N1CCC(Oc2cccnc2)CC1,-1.4,-0.3,-12.1,-0.7,1.12,1.04,1.1,-0.6,-4.1
C=Cc1ccc(Cn2c(=O)n(CCCOC)c(=O)c3sccc32)cc1,2.4,0.2,-26.7,0.3,1.27,1.05,-10.5,-3.2,-5.4
COCCNC(=O)C1c2ccccc2C(=O)N(CCOC)C1c1ccc(F)cc1 (configuration not stated),-4.1,0.2,-2.9,-0.8,1.03,1.05,0.9,-2.1,-5.2
O=C(O)c1c2c(nc3ccc(S(=O)(=O)N4CCC(C(=O)NCc5ccccc5Cl)CC4)cc13)CCCC2,-1.2,-0.7,12.0,0.7,0.88,0.925,3.6,21.5,7.5
O=c1[nH]c2ccccc2nc1/C=C(\O)C1CC1,-1.9,1.0,13.9,-4.6,0.861,1.01,-6.0,0.3,-1.2
COc1ccc(N2CCN(CC(=O)c3ccc(O)cc3O)CC2)cc1,-2.9,1.2,-21.0,-5.1,1.21,1.09,-1.8,1.0,-8.9
C[C@@H](CN=[N+]=[N-])CN1CC[C@H](C(C)(C)C)CCC1=O,-3.5,0.4,-15.9,-0.8,1.16,1.03,-3.9,0.5,-2.6
COc1ccc(S(=O)(=O)NCc2cccnc2)cc1NC(=O)c1ccc(C)cc1,-1.1,1.0,-23.0,-2.7,1.23,0.949,-3.5,-8.1,5.1
Cc1nc2ccc(NC(=O)C3COc4ccccc4O3)cc2s1 (configuration not stated),0.6,2.3,-10.4,49.5*,1.1,1.02,15.7,-3.5,-2.1
COc1cc(OC)cc(C(=O)N2c3ccc(F)cc3CCC2C)c1 (configuration not stated),0.7,2.9,-10.7,-6.3,1.11,1.03,-5.0,-9.8,-2.9
CN1CCN(C(=O)/C(C#N)=C/c2ccc(F)cc2)CC1,-1.8,-1.9,-6.8,3.6,1.07,1.09,-8.9,2.1,-9.5
O=c1cc(CSc2ccccn2)nc(N2CCN(c3ccccc3)CC2)[nH]1,-0.4,1.0,14.1,-1.3,0.859,0.942,-4.6,1.8,5.8
CCCC(C(=O)NCCC(C)C)N(Cc1ccc(F)cc1)C(=O)c1snc(C(N)=O)c1N (configuration not stated),-2.8,0.9,-10.6,-2.6,1.11,1.02,-3.6,0.4,-1.6
COc1cc2c(cc1OC)/C(=C/C(=O)c1ccc(OC)c([N+](=O)[O-])c1)NCC2,7.1,0.2,14.3,0.3,0.857,0.901,0.4,-10.1,9.9
Cc1ccc(C)c(N2N=C(C(=O)Nc3cccnc3)CCC2=O)c1,3.0,-0.8,-1.7,6.2,1.02,0.988,0.1,1.7,1.2
COc1ccc(CNC(=O)Cc2nn(C)c(=O)c3ccccc23)cc1,1.6,61.2*,5.0,-5.4,0.949,0.976,-7.4,-6.3,2.4
Cc1ccc(C)c(NC(=O)CSc2nnc(-c3ccco3)o2)c1,-1.6,-1.1,-1.5,-2.0,1.01,0.908,-5.8,-12.4,9.2
COc1cccc(/C=N/NC(N)=S)c1OCc1ccccc1Cl,-5.8,-0.5,-0.6,0.1,1.01,1.03,-0.8,-16.4,-3.4
CCN(CC)C(=O)c1ccc(-c2nnc(Nc3ccc(C(=O)N(C)C)cc3)c3ccccc23)cc1,-3.1,0.9,-21.0,-4.9,1.21,0.98,-1.6,3.2,2.0
COc1cc(/C=N/OCC(=O)Nc2cc(C)cc(C)c2)ccc1OCc1ccc(Cl)cc1,-5.3,2.5,-1.9,1.6,1.02,1.19,-8.0,-2.7,-19.3
CNC(=O)CN1C(=O)c2cccc3cccc1c23,-0.6,2.1,-7.2,-2.8,1.07,0.872,-6.8,-9.2,12.8
COCCCNC(=O)Cc1c(C)c2c(cc(C)c3c(C(C)(C)C)coc32)oc1=O,-4.6,-0.9,-2.1,-3.7,1.02,0.902,-5.3,-1.5,9.8
COC(=O)C1=C(C)N(C)C(=O)NC1c1ccc(C)cc1 (configuration not stated),-2.5,1.5,14.2,17.3,0.858,1.01,-4.3,-5.1,-1.1
O=C(CSc1nnnn1-c1ccccc1)N1N=CCC1c1ccccc1 (configuration not stated),-3.1,-0.3,8.8,1.2,0.912,0.998,-5.1,7.1,0.2
CCCOc1ccc2c(=O)c(N3C(=O)c4ccccc4C3=O)c(C)oc2c1,-1.9,3.0,15.4,-2.1,0.846,0.98,-3.8,3.2,2.0
COc1ccc(S(=O)(=O)NC2CC2)cc1C(=O)N1CCOCC1,0.9,-1.0,7.4,0.0,0.925,0.953,-1.7,-5.0,4.7
COc1cc(Br)c(CC(=O)O)cc1OC,-2.0,nt,3.0,1.9,0.97,1.01,1.1,0.9,-1.1
COc1ccc(CN2C(=O)c3cccnc3C2Nc2ccc(OC)c(Cl)c2)cc1 (configuration not stated),3.5,-0.8,2.0,3.9,0.98,0.972,-1.7,-5.1,2.8
COCCNS(=O)(=O)c1cc(C(=O)O)ccc1OC,-1.1,7.3,6.1,-0.5,0.939,0.929,-8.7,-13.3,7.1
CC(Oc1ccc(Cl)cc1Cl)C(=O)Nn1cnnc1 (configuration not stated),-2.2,-0.1,-13.2,-1.2,1.13,1.06,0.5,-14.8,-6.4
O=C(O)c1cc(N2C(=O)CCC2=O)ccc1Cl,-0.4,-0.7,1.7,-1.9,0.983,0.988,-2.6,-2.2,1.2
COc1ccc2oc(=O)c(C(=O)NC3CCCCCC3)cc2c1,-0.6,1.0,34.6,0.1,0.654,0.978,-19.2,6.2,2.2
Fc1ccccc1OCCCCCN1CCCC1,0.0,1.1,-1.1,4.6,1.01,1.04,-2.1,1.2,-4.0
CC1=[N+](C)N(c2ccccc2)C(=O)C1N=Cc1ccc(Cl)cc1 (configuration not stated),-4.6,-1.2,-4.0,-3.2,1.04,0.947,-4.1,-6.1,5.3
CCCCOc1ccc(C(=O)NCC(=O)N(C)Cc2nc3ccccc3c(=O)[nH]2)cc1,-2.0,-1.2,13.3,-2.2,0.867,0.945,-3.7,-2.3,5.5
CCn1c(=O)n(CC)c2cc(N3CCCC3)c(NC(=O)c3ccccc3Br)cc21,13.7*,0.5,8.2,-3.2,0.918,0.996,1.7,-9.7,0.4
Cc1ccc(OCC(=O)NNC(=O)C2CC(=O)N(c3ccc4c(c3)OCCO4)C2)cc1 (configuration not stated),3.9,-1.8,-45.2,-2.2,1.45,0.92,-11.7,9.1,8.0
O=C(CCSc1nnc2scc(-c3ccccc3)n12)NCc1ccc2c(c1)OCO2,3.5,2.6,6.9,-2.6,0.931,0.902,-8.0,-0.9,9.8
COc1cc(CNC(=O)CCCCCCC(C)C)ccc1O,-0.6,-0.7,9.9,-0.2,0.901,1.03,-3.7,-2.4,-3.0
Cc1ccccc1C(=O)Nc1nnc(S(=O)(=O)N2CCCCC2)s1,-1.3,0.7,13.3,-0.8,0.867,0.835,-3.5,-4.7,16.5
Cc1sc2nc(CSc3ccc([N+](=O)[O-])cc3)[nH]c(=O)c2c1C,-4.8,nt,-2.3,0.5,1.02,0.998,-2.7,nt,0.2

# Results in APOBEC3A inh, hIAP act and MPTP block (4 entries from above):
mol	APOBEC3A inh	hIAP act	MPTP block
CC1=[N+](C)N(c2ccccc2)C(=O)C1N=Cc1ccc(Cl)cc1 (configuration not stated)	-3.2	1.04	-1.2
CCCCOc1ccc(C(=O)NCC(=O)N(C)Cc2nc3ccccc3c(=O)[nH]2)cc1	-2.2	0.867	-1.2
CCn1c(=O)n(CC)c2cc(N3CCCC3)c(NC(=O)c3ccccc3Br)cc21	-3.2	0.918	0.5
Cc1ccc(OCC(=O)NNC(=O)C2CC(=O)N(c3ccc4c(c3)OCCO4)C2)cc1 (configuration not stated)	-2.2	1.45	-1.8
